STAT3 blocker = STAT3 signaling inhibition. inhibition, % at 5.5 µM. AID 862. 190,000 compounds, 0.89% hits. U3A cells, IL-6 STAT3-luciferase reporter, luminescence; host cell line lacks STAT1;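 active means inhibition above the mean inhibition across all screened compounds plus 3 SD, cut at about 44% in these data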;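 further: 0% = DMSO only wells and 100% = 100 µM nifuroxazide control wells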
PPARg SRC-1 ag = agonists of human PPARgamma SRC-1 coactivator recruitment; 200,000 compounds, 0.41% hits; PPARgamma-SRC-1 coactivator recruitment biochemical assay; activation, % at 8 µM; P37231; in the data active means activation above about 19%;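 further: 0% = DMSO and 100% = reference agonist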
PPARg SRC3 recr = PPARgamma-driven SRC-3 recruitment agonism; P37231; biochemical PPARgamma/SRC-3 coactivator recruitment assay; activation, % at 8 µM; 200,000 compounds, 0.26% hits; in the data active means activation above about 23%;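 further: 0% = DMSO and 100% = reference agonist; some compounds past the cut are filed as inactive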
RAM inhibit = blocks the yeast RAM network | inhibition, % at 50 µM | 190,000 compounds, 1.8% hits | S. cerevisiae dse1pr::URA3 reporter, 5-FOA growth OD615, 2 d; analog-sensitive cbk1-as2 kinase mutant strain;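 active means inhibition above a set limit, 3 SD over mean compound inhibition, cut at about 8.4% in these data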;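 further: 0% = DMSO-only wells with no growth and 100% = 10 µM 1-NA-PP1 full growth; inhibition rescues growth on 5-FOA so higher OD means more RAM inhibition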
ROMK primary = modulators of human ROMK potassium channel. P48048. Tet-inducible ROMK, thallium flux fluorescence; actives lie on both sides. B-score at 10 µM. 130,000 compounds, 2% hits. AID 1918;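 active means signal ratio slope over the read window, or its plate-corrected B-score, at least 3 SD from the plate mean, either direction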;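 further: B-score of the F/F0 ratio slope over 7 to 12 s after thallium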
Target sequence (P48048 whole entry, looked up): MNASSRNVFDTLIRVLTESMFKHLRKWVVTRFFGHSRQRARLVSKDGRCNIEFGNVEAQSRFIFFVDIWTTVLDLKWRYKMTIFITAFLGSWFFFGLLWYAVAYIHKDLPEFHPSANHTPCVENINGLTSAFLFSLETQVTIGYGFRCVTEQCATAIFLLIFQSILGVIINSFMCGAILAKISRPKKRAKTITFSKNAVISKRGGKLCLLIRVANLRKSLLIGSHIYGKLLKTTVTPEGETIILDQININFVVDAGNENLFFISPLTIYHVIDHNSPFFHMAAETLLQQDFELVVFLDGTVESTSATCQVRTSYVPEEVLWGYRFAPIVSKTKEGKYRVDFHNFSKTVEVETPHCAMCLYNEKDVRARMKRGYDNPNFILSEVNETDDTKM
TLR4 MyD88 comp = inhibitors of human TLR4-MyD88 binding; inhibition, % at 8.4 µM; 200,000 compounds, 0.18% hits; AID 861; HeLa CL3-4 TLR4/MyD88 BLA complementation, FRET ratio; in the data active means inhibition above about 25%;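 further: 0% = vehicle and 100% = reference inhibitor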
PPARg SRC2 recr = agonists of SRC-2 recruitment by human PPARgamma; AID 1032; activation, % at 8 µM; PPARgamma LBD-SRC-2 recruitment, biochemical; 200,000 compounds, 0.34% hits; in the data active means activation above about 22%;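 further: 0% = vehicle and 100% = reference agonist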
SRC2 TRFRET art = flags TR-FRET format artefacts in PPARgamma SRC-2 recruitment agonist screen. TR-FRET artefact counter-screen; stronger effect = higher value. TR-FRET ratio at 8 µM. 200,000 compounds, 0.4% hits. AID 1049; in the data active means TR-FRET ratio above about 2000; further: inactives centre near 1500
STAT3 act = STAT3 signaling activation | U3A cells, IL-6 STAT3-luciferase reporter, luminescence; 100% = signal with IL-6 EC80 alone | activation (% of control), % at 5.6 µM | 190,000 compounds, 0.91% hits | AID 871;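 active means activation above the screen-wide mean of compound activation plus 3 SD, cut at about 130% in these data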;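 further: 0% = background luminescence of wells with medium and substrate only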
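Assay system – human STAT1-deficient U3A cells with stable STAT3-luciferase reporter · Also added – IL-6 (33 ng/mL) · Schedule – compound 1 h, then IL-6 6 h at 37 °C · Technique – reporter luminescence signal · Evaluation – % activation versus median of IL-6-stimulated wells · Benchmarks – IL-6-only wells as 100% reference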
STAT1 inh = inhibitors of IFN-gamma induced STAT1 signaling. inhibition, % at 5.5 µM. AID 920. 200,000 compounds, 0.35% hits. NIH 3T3 STAT1-luciferase reporter, luminescence;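 active means inhibition above a set limit, the mean inhibition across all tested compounds plus 3 SD, cut at about 34% in these data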;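 further: 0% = IFN-gamma with DMSO and 100% = IFN-gamma with 300 µM nifuroxazide; values of inactives mirror those of a sister screen read the other way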
S1P3 antag = S1P3 (human) receptor antagonism; inhibition, % at 4.98 µM; Q99500; CHO S1P3 NFAT-BLA reporter, FRET fluorescence, antagonist mode; 170,000 compounds, 0.27% hits;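 active means inhibition above the plate cutoff, the mean inhibition of test wells on that plate plus 3 SD, cut at about 28% in these data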;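 further: cells challenged with S1P at its EC80 of 0.8 µM; blue over green emission ratio from cleaved BLA substrate after 4 h stimulation; 0% = S1P-stimulated wells and 100% = unstimulated DMSO-only wells; some compounds past the cut are filed as inactive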
Target sequence (Q99500 whole entry, looked up): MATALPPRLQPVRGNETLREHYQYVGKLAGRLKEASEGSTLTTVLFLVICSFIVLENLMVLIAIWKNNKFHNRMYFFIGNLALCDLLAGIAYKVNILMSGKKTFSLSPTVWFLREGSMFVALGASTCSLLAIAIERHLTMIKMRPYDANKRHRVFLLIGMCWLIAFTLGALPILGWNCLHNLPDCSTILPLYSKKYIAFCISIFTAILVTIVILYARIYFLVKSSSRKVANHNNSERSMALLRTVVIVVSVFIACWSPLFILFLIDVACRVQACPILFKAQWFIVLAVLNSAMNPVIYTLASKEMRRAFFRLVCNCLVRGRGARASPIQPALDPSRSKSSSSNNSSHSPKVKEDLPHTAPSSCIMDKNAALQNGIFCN
Active calls of the source: *; . = no result given.

SMILES	STAT3 blocker	PPARg SRC-1 ag	PPARg SRC3 recr	RAM inhibit	ROMK primary	TLR4 MyD88 comp	PPARg SRC2 recr	SRC2 TRFRET art	STAT3 act	STAT1 inh	S1P3 antag
COC(=O)CNC(=O)C1CCCN1C(=O)OC(C)(C)C (stereo unspecified)	-2	-3	1	2.5	-0.057	-3	2	1436	102	-6	.
CCCCCCCCCCCCCCCC[n+]1cccc(C(=O)N(CC)CC)c1	7	0	-5	-1.8	.	8	0	1506	95	9	16
Cc1ccc(-n2ncc3c(N4CCC(C(N)=O)CC4)ncnc32)c(C)c1	7	12	12	3.0	0.36	20	12	1637	100	-8	.
Cc1ccc(C)n1-c1ccc(-c2nnc3n2CCCCC3)s1	6	27*	12	1.5	.	-7	11	1802	98	-5	6
COC(=O)c1cc(C(=O)CSc2nc(C)cc(C)n2)ccc1O	8	-2	3	1.5	.	-9	11	1466	93	-3	14
N#C/C(=C\c1c(N2CCCCC2)nc2ccccn2c1=O)C(=O)NC1CCS(=O)(=O)C1 (stereo unspecified)	2	-3	-2	1.8	0.38	-24	-3	1533	97	-1	-3
O=C(NCCNCc1cccs1)c1ccccc1F	5	9	3	-0.9	-0.066	-1	0	1726	97	3	-24
Cc1ccc2sc(N(CCCN(C)C)C(=O)c3ccc(S(=O)(=O)N(C)C)cc3)nc2c1C	-1	-4	-3	0.5	0.37	6	-1	1700	107	-11	-1
CSCC[C@H](NC(=O)C(C)(C)Oc1ccc(Cl)cc1)c1nc2ccccc2[nH]1	11	-4	-3	2.1	.	9	-5	1326	93	9	-4
O=C(Nc1ccc(Cl)cc1)c1ccncc1	9	-1	4	0.4	0.13	5	-3	1406	93	-4	.

3 structures already listed, arranged by length of the SMILES, falling.
SMILES	STAT3 blocker	PPARg SRC-1 ag	PPARg SRC3 recr	RAM inhibit	ROMK primary	TLR4 MyD88 comp	PPARg SRC2 recr	SRC2 TRFRET art	STAT3 act	STAT1 inh	S1P3 antag
N#C/C(=C\c1c(N2CCCCC2)nc2ccccn2c1=O)C(=O)NC1CCS(=O)(=O)C1 (stereo unspecified)	2	-3	-2	1.8	0.38	-24	-3	1533	97	-1	-3
Cc1ccc(-n2ncc3c(N4CCC(C(N)=O)CC4)ncnc32)c(C)c1	7	12	12	3.0	0.36	20	12	1637	100	-8	.
O=C(Nc1ccc(Cl)cc1)c1ccncc1	9	-1	4	0.4	0.13	5	-3	1406	93	-4	.

The results go on.
SMILES	STAT3 blocker	PPARg SRC-1 ag	PPARg SRC3 recr	RAM inhibit	ROMK primary	TLR4 MyD88 comp	PPARg SRC2 recr	SRC2 TRFRET art	STAT3 act	STAT1 inh	S1P3 antag
COC(=O)CNS(=O)(=O)c1ccc(C)cc1	-4	0	3	3.1	0.28	0	6	1335	101	-5	.
OC(Cn1cccn1)c1ccccc1 (stereo unspecified)	10	4	3	2.0	0.15	4	5	1471	95	-9	-24
Cc1cc2c(c(=O)o1)C(C1C=CCCC1)C(C#N)=C(N)O2 (stereo unspecified)	2	4	8	0.6	.	-6	5	1569	100	1	.
COc1cnc(N(C)C)nc1Sc1cccc(Cl)c1	3	4	0	-1.9	0.64	3	5	1571	101	1	.
Cc1cc(NCc2ccccn2)n2c(nc3ccccc32)c1C#N	18	-1	-3	0.4	-0.46	8	-8	1364	89	2	9
O=C1NC(c2ccccc2)=C(c2ccc3ccccc3n2)C(c2ccncc2)N1 (stereo unspecified)	16	8	-3	1.3	.	5	3	1515	96	-3	.
COc1ccc(NC(=O)CCN2CCN(S(=O)(=O)c3ccc(OC)cc3)CC2)cc1	7	1	4	4.0	0.88	7	9	1449	100	3	4
Cc1nnc(SCC(=O)NC(C)(C)C)n1CCc1ccccc1	-2	-3	-12	0.8	1.9	17	-7	1221	106	8	-11
Nc1ccc2c(c1)OC1(CCCC1)O2	8	7	3	1.2	0.76	5	12	1892	97	30	-9
CC(=O)C1C(c2ccc(F)cc2)C2C(C)=NN=C2CC1(C)O (stereo unspecified)	4	0	1	0.0	1.1	10	2	1553	100	-2	-12

Whole records, looked up by structure. Screens in order: STAT3 blocker, PPARg SRC-1 ag, PPARg SRC3 recr, RAM inhibit, ROMK primary, TLR4 MyD88 comp, PPARg SRC2 recr, SRC2 TRFRET art, STAT3 act, STAT1 inh, S1P3 antag
COc1cnc(N(C)C)nc1Sc1cccc(Cl)c1 across the screens: 3, 4, 0, -1.9, 0.64, 3, 5, 1571, 101, 1, .
CC(=O)C1C(c2ccc(F)cc2)C2C(C)=NN=C2CC1(C)O (stereo unspecified) across the screens: 4, 0, 1, 0.0, 1.1, 10, 2, 1553, 100, -2, -12
Cc1cc(NCc2ccccn2)n2c(nc3ccccc32)c1C#N across the screens: 18, -1, -3, 0.4, -0.46, 8, -8, 1364, 89, 2, 9
Cc1nnc(SCC(=O)NC(C)(C)C)n1CCc1ccccc1 across the screens: -2, -3, -12, 0.8, 1.9, 17, -7, 1221, 106, 8, -11

Further structures.
SMILES	STAT3 blocker	PPARg SRC-1 ag	PPARg SRC3 recr	RAM inhibit	ROMK primary	TLR4 MyD88 comp	PPARg SRC2 recr	SRC2 TRFRET art	STAT3 act	STAT1 inh	S1P3 antag
COC(=O)C(Cc1cnc(Cl)s1)(C(=O)OC)c1ccc([N+](=O)[O-])cc1[N+](=O)[O-]	0	-2	-5	1.4	0.094	3	12	1547	104	-1	.
COc1ccccc1N(CC(=O)N/N=C/c1ccc(SC)cc1)S(C)(=O)=O	-12	12	5	2.4	-0.55	8	5	1541	108	8	1
O=C(CN1C(=O)NC2(CCCCC2)C1=O)Nc1ccc(S(=O)(=O)N2CCOCC2)cc1	-4	-2	-3	3.3	-0.34	0	2	1575	106	-1	1
CCCCNC(=O)C1CC(c2ccccc2[N+](=O)[O-])=NO1 (stereo unspecified)	11	2	-3	0.3	.	0	-2	1606	101	0	.
N#CC(=C=[N-])C1=C(C#N)C(c2ccccc2F)C([n+]2ccccc2)C(O)(C2CC2)N1 (stereo unspecified)	0	32*	71*	-0.2	0.08	12	75*	3792*	105	1	.
O=C(NCC(=O)N1CCN(S(=O)(=O)c2cccs2)CC1)c1ccc(Cl)cc1	1	-3	4	1.6	-0.24	14	1	1374	105	-2	-13
CN(C)c1nc(OCCOC(=O)Nc2ccc(Cl)cc2Cl)nc(N(C)C)n1	6	-2	-7	2.1	-1.5	7	-5	1429	100	0	.
O=C(CSc1nnc(-c2ccc(F)cc2)o1)NC1CCCCC1	0	1	2	3.2	0.66	8	3	1548	104	-10	-11
O=C(CN1C(=O)COc2ccc(S(=O)(=O)N3CCCC3)cc21)NC1CCCCCCC1	-14	-6	3	-1.5	.	1	1	1495	108	-3	-9
Cc1ccc(C(C)C)c(OCC(=O)OCc2c(C)noc2C)c1	1	3	-2	23*	-0.29	8	-1	1636	101	3	5
O=C(O)c1cccc(NS(=O)(=O)c2cccc3nsnc23)c1	2	-2	-1	0.1	-0.42	-4	4	1564	100	1	.
COc1cc2c(cc1N/C=C(\C#N)c1nc(-c3ccccc3)cs1)oc1ccccc12	0	0	1	6.6	-0.65	11	-5	1329	111	-10	-1
Nc1c(C(=O)NC2CCCC2)sc2nc(-c3cccs3)ccc12	-3	0	2	4.2	-1.2	-13	6	1616	106	-2	34
Clc1cccc(Nc2ncnc3ccc(Br)cc23)c1	17	10	11	3.9	.	7	19	1844	95	0	.
CCN(CC)c1ccc(NC(=S)NC(=O)Cc2ccccc2)cc1	10	10	12	2.9	1	-17	1	1569	95	-3	3
O=C(CC1CCCCC1)NCCOc1ccccc1	-5	-4	-4	2.1	-0.06	3	-2	1602	102	-19	-5
CCN(CC)S(=O)(=O)c1ccc(C(=O)Nc2nnc(COC)o2)cc1	11	11	-3	0.2	1.2	-16	-3	1467	95	-6	-5
O=S(=O)(Cc1ccccc1Cl)NCCc1ccccc1	14	8	4	0.4	-0.061	-7	-6	1562	97	-7	7
COCCCN(Cc1ccccn1)S(=O)(=O)Cc1ccccc1	-1	1	-4	1.6	-0.011	-2	5	1585	104	2	-26
O=C(O)c1ccc(CSc2nnc(COc3ccccc3)o2)cc1	2	5	1	3.9	0.63	-17	-4	1548	103	-2	-10
COc1ccc(-c2nn3c(-c4ccccc4)nnc3s2)cc1	4	10	0	5.7	.	-6	2	1478	105	-8	-3
O=C(NC(=S)N1CCOCC1)c1cc2ccccc2o1	-5	-4	7	-1.3	0	1	2	1323	108	-6	-10
c1ccc(-n2ncc3c(NCc4cccnc4)ncnc32)cc1	5	3	9	-0.3	.	-1	4	1710	101	-19	8
Cc1ccnc(NS(=O)(=O)c2ccc(N3C(=O)c4c(Cl)c(Cl)c(Cl)c(Cl)c4C3=O)cc2)n1	9	-1	-1	4.2	0.079	14	6	1488	95	0	5
CC(=O)Nc1cc(C(=O)OCC(=O)c2ccc(Cl)cc2Cl)ccc1C	14	3	7	2.6	-0.37	-3	12	1568	93	7	.
O=C(NCCc1ccccc1)C(=O)c1c(-c2ccccc2)[nH]c2ccccc12	-3	2	0	6.0	-1	14	2	1467	102	1	3
CCn1c(SCC(=O)Nc2ccccc2N2CCCCC2)nc2c1c(=O)n(C)c(=O)n2C	-16	1	13	-0.5	.	-10	5	1520	117	-10	18
COC(=O)c1c(C)[nH]c(O)c1C=Nc1ccc(C(C)C)cc1	-10	8	3	2.2	.	-8	4	1648	113	-19	.
CN(C)S(=O)(=O)c1cccc(NC(=O)COC(=O)c2cccc(S(=O)(=O)N3CCc4ccccc4C3)c2)c1	-5	-8	2	4.3	0.58	-11	-5	1592	108	1	3
COC(=O)C1=C(C)N(c2ccc(C(=O)OC)cc2)C(=O)C1	2	2	-8	1.7	0.17	1	10	1490	99	4	-7
O=C(NNC1CC(=O)N(c2ccc3c(c2)OCCO3)C1=O)c1ccc(Cl)cc1 (stereo unspecified)	12	4	7	3.0	-0.15	-6	8	1695	100	6	4
CCCCC(=O)Nc1cccn2ncnc12	20	-3	-6	1.1	0.62	-4	-2	1488	90	1	13
O=C(Cn1nnc(-c2ccccc2NC(=O)c2cccs2)n1)Nc1ccccc1	22	5	-5	3.7	.	-7	1	1430	87	4	19
c1csc(-c2nnc(N3CCCCCC3)c3ccccc23)c1	16	7	2	0.2	.	-9	3	1504	90	3	4
c1ccc2c(c1)CCN(CCCNc1nc3ccccc3n3cnnc13)C2	21	1	5	-1.1	.	-10	5	1531	89	-4	-30
Cc1ccc(C(=O)OCC(=O)Nc2ccc3c(c2)OCO3)cc1S(=O)(=O)N1CCOCC1	5	3	-4	1.5	.	0	-5	1704	99	1	.
